Screening data from PubChem.
14-3-3g Raf: 14-3-3 gamma protein interaction modulation. inhibition, % at 40 µM. AID 422. FP, 14-3-3gamma / TMR-pS259-Raf peptide binding. P61981. 0.19% of 160,000 active; in the data active means inhibition above about 30%;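 further: 0% = protein plus tracer without compound and 100% = blank with tracer alone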
Target sequence (P61981 whole entry, looked up): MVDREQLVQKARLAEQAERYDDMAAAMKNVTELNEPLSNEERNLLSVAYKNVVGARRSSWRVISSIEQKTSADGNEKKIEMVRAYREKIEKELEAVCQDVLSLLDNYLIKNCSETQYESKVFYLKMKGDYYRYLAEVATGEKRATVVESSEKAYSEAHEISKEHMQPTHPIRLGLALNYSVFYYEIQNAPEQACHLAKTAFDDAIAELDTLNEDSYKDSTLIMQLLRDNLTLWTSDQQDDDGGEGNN
* marks the source's active call; other numbers are inactive results; & = joins results of further samples. An excerpt; the hit share may differ from the screen's.

COCCOC(=O)C1=C(C)NC2=C(C(=O)CC(C)(C)C2)C1c1cc(OC)c(OC)c(OC)c1 (stereo not given) was read as 14-3-3g Raf -3.
Screening CCCCn1c(N)c(N(CCC(C)C)C(=O)CSc2nnc3ccccn23)c(=O)[nH]c1=O returned 14-3-3g Raf -1.
Screening O=C(c1ccco1)n1nc(-c2ccccc2)nc1NCc1ccco1 returned 14-3-3g Raf -10.
CC12C(=O)N(c3cccc4cccnc34)C(=O)C1C1C=CC2C1 (stereo not given) was read as 14-3-3g Raf -2.
Screening CCN(CCNC(=O)C1CCN(S(=O)(=O)CC)CC1)c1ccccc1 returned 14-3-3g Raf 5&0.
For CCOc1ccc(NC(=O)c2c(NC(=O)c3ccccc3F)sc3c2CCC(C)C3)cc1 (stereo not given) the results were 14-3-3g Raf 4.
Screening O=C(NC1CC1)C1CCC(=O)N1C1CCCC1 (stereo not given) returned 14-3-3g Raf 0&-2.
`COc1ccc(CCNC(=O)C(=O)Nc2ccccc2F)cc1` gave 14-3-3g Raf -8.
`O=C(O)c1ccc(NC(CC(=O)c2ccc(Cl)cc2)c2ccccc2)cc1` (stereo not given) gave 14-3-3g Raf 5.
Screening Cc1cc(C)nc(NC2=NCC(=O)N2c2ccc(Cl)cc2)n1 returned 14-3-3g Raf -12.
`CSc1ccc(C(=S)N2CCN(CCO)CC2)cc1` gave 14-3-3g Raf 8.
`CCCC(=O)N1CCN(c2ccc(NC(=O)c3cc4ccccc4o3)cc2)CC1` gave 14-3-3g Raf -14.
For CC1CCN(S(=O)(=O)c2ccc3[nH]c(=O)cc(C(=O)NCCCN4CCCC4)c3c2)CC1 the results were 14-3-3g Raf 0.
Screening CC(NC(=O)Nc1ccc(O)cc1)(C(F)(F)F)C(F)(F)F returned 14-3-3g Raf 12.
Screening O=C1C2CSC(c3ccc(F)cc3)N2C(=S)N1c1ccc(Cl)cc1 (stereo not given) returned 14-3-3g Raf -15.
For O=C(N1CCOCC1)N1CCN(CC(O)COc2ccc3ccccc3c2)CC1 (stereo not given) the results were 14-3-3g Raf 2.
For CC(=O)Nc1ccc(OC(F)(F)C(F)C(F)(F)F)c(NC(C)=O)c1 (stereo not given) the results were 14-3-3g Raf -3.
Screening CN(C)CCN1C(=O)C(=O)/C(=C(/O)c2ccc(S(=O)(=O)N3CCOCC3)cc2)C1c1ccccc1 (stereo not given) returned 14-3-3g Raf 2.
O=C(O)CCc1ccc(-c2ccc(F)cc2)n1CC(=O)O was read as 14-3-3g Raf -5.
Screening CCN(CC)c1nc(C)nc2sc(C(=O)Nc3cc(C)ccc3OC)c(C)c12 returned 14-3-3g Raf -2.
For COC(=O)c1cc(CC(=O)c2ccc(O)cc2O)c(C)o1 the results were 14-3-3g Raf 1.
`COc1cc2c(cc1OC)C1C(C(=O)Nc3ccccc3C)c3ccccc3C(=O)N1CC2` (stereo not given) gave 14-3-3g Raf -7.
`Cc1sc2ncnc(Nc3ccccc3F)c2c1C` gave 14-3-3g Raf -12.
Screening COc1ccc(NC(=O)c2cc3c(CO)cnc(C)c3oc2=Nc2cc(C)cc(C)c2)cc1 returned 14-3-3g Raf 2.
CCCCNC(=O)c1cn(-c2ccc(Cl)cc2)c(=O)c2ccccc12 was read as 14-3-3g Raf 0.
`COc1cc(C)c(S(=O)(=O)N2CCCC2)cc1C` gave 14-3-3g Raf -1.
Cc1cc(C)c(S(=O)(=O)N(CC(=O)NCc2cccnc2)C2CCCCC2)c(C)c1 was read as 14-3-3g Raf -7.
`CCn1cc(C(=O)N2CCN(c3cccc(Cl)c3)CC2)c2cc(OC)c(OC)cc2c1=O` gave 14-3-3g Raf 3.
CC1(C)Cc2ccccc2-c2nc(NCCCO)n(-c3ccccc3)c(=O)c21 was read as 14-3-3g Raf 2.
O=C(O)CCCN(Cc1cccc(Br)c1)S(=O)(=O)c1ccc(Br)cc1 was read as 14-3-3g Raf -3.

As a short view, 13 of the compounds above:
Screening O=C1C2CSC(c3ccc(F)cc3)N2C(=S)N1c1ccc(Cl)cc1 (stereo not given) returned 14-3-3g Raf -15.
For O=C(N1CCOCC1)N1CCN(CC(O)COc2ccc3ccccc3c2)CC1 (stereo not given) the results were 14-3-3g Raf 2.
For CC(=O)Nc1ccc(OC(F)(F)C(F)C(F)(F)F)c(NC(C)=O)c1 (stereo not given) the results were 14-3-3g Raf -3.
Screening CN(C)CCN1C(=O)C(=O)/C(=C(/O)c2ccc(S(=O)(=O)N3CCOCC3)cc2)C1c1ccccc1 (stereo not given) returned 14-3-3g Raf 2.
O=C(O)CCc1ccc(-c2ccc(F)cc2)n1CC(=O)O was read as 14-3-3g Raf -5.
Screening CCN(CC)c1nc(C)nc2sc(C(=O)Nc3cc(C)ccc3OC)c(C)c12 returned 14-3-3g Raf -2.
For COC(=O)c1cc(CC(=O)c2ccc(O)cc2O)c(C)o1 the results were 14-3-3g Raf 1.
`COc1cc2c(cc1OC)C1C(C(=O)Nc3ccccc3C)c3ccccc3C(=O)N1CC2` (stereo not given) gave 14-3-3g Raf -7.
`Cc1sc2ncnc(Nc3ccccc3F)c2c1C` gave 14-3-3g Raf -12.
Screening COc1ccc(NC(=O)c2cc3c(CO)cnc(C)c3oc2=Nc2cc(C)cc(C)c2)cc1 returned 14-3-3g Raf 2.
CCCCNC(=O)c1cn(-c2ccc(Cl)cc2)c(=O)c2ccccc12 was read as 14-3-3g Raf 0.
`COc1cc(C)c(S(=O)(=O)N2CCCC2)cc1C` gave 14-3-3g Raf -1.
Cc1cc(C)c(S(=O)(=O)N(CC(=O)NCc2cccnc2)C2CCCCC2)c(C)c1 was read as 14-3-3g Raf -7.

More structures follow.
Screening Cc1cccc(C(=O)NCCc2ccccc2)c1 returned 14-3-3g Raf -7.
`Cc1ccc(Cn2c(=O)n(-c3cccc(C(F)(F)F)c3)c(=O)c3sccc32)cc1` gave 14-3-3g Raf -7.
Screening CCN(CC)c1ccc(Nc2ncnc3ccc(Br)cc23)cc1 returned 14-3-3g Raf -9.
COC(=O)c1ccc(N2C(=O)c3ccc(C(=O)Oc4ccccc4)cc3C2=O)cc1 was read as 14-3-3g Raf 1.
Screening CCOc1cccc2cc(-c3nc(-c4ccc(Cl)cc4)c(C)s3)c(=O)oc12 returned 14-3-3g Raf -15.
Screening COc1cccc(NC(=O)Cn2c(=O)n(Cc3ccccc3)c(=O)c3c4c(sc32)CCCC4)c1 returned 14-3-3g Raf -5.
For O=C(CN1C(=O)C2C3C=CC(C3)C2C1=O)Nc1cccc(Cl)c1 (stereo not given) the results were 14-3-3g Raf -6.
For CC(C(=O)O)N1C(=O)C2C3CCC(C3)C2C1=O (stereo not given) the results were 14-3-3g Raf -3.
Screening COc1ccccc1N1CCN(Cc2nc(N)nc(Nc3ccccc3)n2)CC1 returned 14-3-3g Raf -2.
CCOC(=O)C1C(=O)C=C(c2ccco2)CC1c1ccccc1Cl (stereo not given) was read as 14-3-3g Raf -1.
Screening Cc1cc(C)c(CNC(=O)c2ccc(Cl)cc2)c(=S)[nH]1 returned 14-3-3g Raf -9.
`O=C(CSCc1ccccc1)Nc1cc(Cl)ccc1C(=O)O` gave 14-3-3g Raf -5.
For CC(=O)N1CCc2cc(Br)cc(S(=O)(=O)CCC(=O)Nc3cccc4c3CCCC4)c21 the results were 14-3-3g Raf -16.
For Cc1nnc(SCCn2c(N3CC(C)CC(C)C3)nc3c2c(=O)[nH]c(=O)n3C)s1 (stereo not given) the results were 14-3-3g Raf -9.
Screening CCOC(=O)C1CCN(C(=O)N(C)C)CC1 returned 14-3-3g Raf -9.
For O=C(Nc1cccc(-c2nc3ccccc3[nH]2)c1)c1ccccc1Oc1ccccc1 the results were 14-3-3g Raf -18.
For O=C(N1CCOCC1)N(Cc1cccs1)C1CCCC1 the results were 14-3-3g Raf -5.
CCn1c(C=CC=C2N(C)c3ccccc3C2(C)C)[n+](CCCOC(C)=O)c2c(Cl)cccc21 was read as 14-3-3g Raf -405.
Screening Cc1ccc(C2C3C(=O)NC(=O)C3ON2c2ccccc2)cc1 (stereo not given) returned 14-3-3g Raf 6.
`CCOC(=O)c1c(-c2ccc(C)o2)csc1NC(=O)CSc1nnc(C)s1` gave 14-3-3g Raf 5.
CCOC(=O)c1csc(NC(=O)c2ccc(OC)c(OC)c2)n1 was read as 14-3-3g Raf -3.
For O=C(NCc1ccco1)c1cc2nc(-c3cccs3)cc(C(F)(F)F)n2n1 the results were 14-3-3g Raf -2.
Screening CCCn1cnc2sc(C(=O)Oc3ccc(OCC)cc3)c(C)c2c1=O returned 14-3-3g Raf 9.
O=C(CSc1nc2c(sc(=S)n2Cc2ccco2)c(=O)n1-c1ccccc1)N1CCN(c2ccccc2)CC1 was read as 14-3-3g Raf -8.
`Cc1c(C(N)=O)sc2nc(-c3ccccc3)cn12` gave 14-3-3g Raf 1.
COc1ccc2c(c1)c(=O)oc1cc(OCc3cc(C(=O)O)oc3C)ccc12 was read as 14-3-3g Raf -26.
Screening O=C(COc1ccc(Cl)cc1Cl)N(Cc1ccco1)C1CCS(=O)(=O)C1 (stereo not given) returned 14-3-3g Raf -19.
`CC1CCC2C(=O)N(c3cccc(C(=O)OCC(=O)c4ccccc4)c3)C(=O)C2C1` (stereo not given) gave 14-3-3g Raf -4.
For COCCN(CC(=O)NCc1ccccc1)C(=O)CCC(=O)Nc1nccs1 the results were 14-3-3g Raf -11.
Screening COc1ccc(C(=O)Nc2ccc(C(=O)N3CCCCC3)cc2)cc1OC returned 14-3-3g Raf 0.
For COc1ccc2cc3cc(C(=O)NCC4(c5ccccc5)CCCC4)oc3nc2c1 the results were 14-3-3g Raf -164.
For COC(=O)c1sccc1NC(=O)c1cc2ccccc2c(=O)o1 the results were 14-3-3g Raf 0.
For CNC(=O)c1c(NC(=O)c2ccc(S(=O)(=O)N3CCOCC3)cc2)sc2c1CCC2 the results were 14-3-3g Raf -12.
For COc1ccc(C2CC(C(F)(F)F)n3nc(C(=O)NCCCN4CCOCC4)c(Cl)c3N2)cc1OC (stereo not given) the results were 14-3-3g Raf 3.
For COC(=O)c1ccccc1N1C(=O)C2C3CC(C(Br)C3Br)C2C1=O (stereo not given) the results were 14-3-3g Raf 2.
COc1nc(N)nc(N2CCOCC2)n1 was read as 14-3-3g Raf -7.
For NC(=O)CSc1nnnn1-c1ccc(OC(F)(F)F)cc1 the results were 14-3-3g Raf -6.
COc1ccc(CNS(=O)(=O)c2ccc(C3CNC(=O)C3)cc2)cc1 (stereo not given) was read as 14-3-3g Raf -16.
Screening COc1ccc(NC(=O)c2ccccc2)cc1 returned 14-3-3g Raf -4.
O=C(NCCCN1CCOCC1)c1ccc2nc(-c3cccs3)c(-c3cccs3)nc2c1 was read as 14-3-3g Raf -11.
O=C(NCc1cccs1)c1ccccc1F was read as 14-3-3g Raf 1.
COC(=O)C(C(=O)OC)C(Nc1ccccc1)c1ccccc1 (stereo not given) was read as 14-3-3g Raf -160.
Screening COc1ccccc1-c1cc(C(F)(F)F)nc(S(=O)(=O)CCCC(=O)N2CCOCC2)n1 returned 14-3-3g Raf -3.
For Cc1cccc(NC(=O)c2cc(S(=O)(=O)N3CC(C)CC(C)C3)ccc2F)c1 (stereo not given) the results were 14-3-3g Raf 3.
For O=C(Sc1ccccc1)c1cc2ccccc2oc1=O the results were 14-3-3g Raf -132.
`C[C@H](CS)C(=O)N1CCC[C@H]1C(=O)O` gave 14-3-3g Raf -2&-4.
For Cc1ccc(Cc2cnc(NC(=O)COc3ccc(Cl)cc3)s2)cc1 the results were 14-3-3g Raf 1.
`O=C(Nn1cnnc1)C(c1ccccc1)c1ccccc1` gave 14-3-3g Raf -1.
For Cc1ccc(-c2nc(Nc3ccccc3)n[nH]2)cc1 the results were 14-3-3g Raf -4.
Screening COc1cccc(CNc2sc3c(c2C(=O)Nc2ccc(OC)cc2OC)CCC3)c1 returned 14-3-3g Raf -117.
`CCc1ccccc1Nc1cc(C(=O)NCCN2CCCC2)c2ccccc2n1` gave 14-3-3g Raf 13.
For CCc1c(C(=O)N2CCc3ccccc32)[nH]c(C)c1C(C)=O the results were 14-3-3g Raf -28.
CC1=C(C(=O)Nc2cccc(C)n2)C(c2ccsc2)C2=C(CC(C)(C)CC2=O)N1 (stereo not given) was read as 14-3-3g Raf -6.
`O=C(c1ccccc1F)N1CCN=C1SCc1ccccc1` gave 14-3-3g Raf -4.
`Cc1cc(Nc2ccc(C)c(Br)c2)n2nc(C)nc2n1` gave 14-3-3g Raf 2.
Screening Fc1ccccc1C1C=C(c2ccc(Br)cc2)Nc2nnnn21 (stereo not given) returned 14-3-3g Raf 10.
Screening CC(NS(=O)(=O)c1ccc2[nH]c(=O)c(=O)[nH]c2c1)c1ccccc1 (stereo not given) returned 14-3-3g Raf 1.
OCCn1nc2c3ccccc3nc-2n(-c2ccccc2)c1=S was read as 14-3-3g Raf -6.
For NC1=NC(c2ccccc2Cl)n2c(nc3ccccc32)N1 (stereo not given) the results were 14-3-3g Raf -6.
Cc1cc(-c2nnc(-c3ccccc3)c(-c3ccccc3)n2)c(C)o1 was read as 14-3-3g Raf -13.
`Cc1cccc(C)c1OC(=O)c1cccc(Cl)c1` gave 14-3-3g Raf 1.
For CCOC(=O)Cc1nnc(NC(=O)CSc2nnc3c4ccccc4n(C(C)C)c3n2)s1 the results were 14-3-3g Raf -5.
For CCN(CC)CCNC(=O)c1cc2c(-c3ccc(Cl)cc3)nn(C)c2s1 the results were 14-3-3g Raf -6.
`COCCOC(=O)C1=C(C)NC(=O)NC1c1c(F)cccc1Cl` (stereo not given) gave 14-3-3g Raf 4.
For O=C(NC1CCCCCCC1)C1c2ccccc2C(=O)N1C1CCCC1 (stereo not given) the results were 14-3-3g Raf -2.
For Cc1nnc2sc(-c3cccc4ccccc34)nn12 the results were 14-3-3g Raf -1.
O=C(CN1C(=O)c2cccc3cccc1c23)Nc1ccccc1C(=O)NCc1ccco1 was read as 14-3-3g Raf 0.
COc1cccc(NC(=O)C2CCC(CNS(=O)(=O)c3ccc(Br)s3)CC2)c1 (stereo not given) was read as 14-3-3g Raf -1.
Screening CCC(OC(=O)c1cccs1)C(=O)NCc1ccco1 (stereo not given) returned 14-3-3g Raf 3.
`O=C(O)c1cc(Nc2nc(-c3ccc(O)cc3O)cs2)ccc1O` gave 14-3-3g Raf 2.
`COc1ccc(CN(CC(=O)NCc2ccco2)C(=O)CCC(=O)Nc2ccccn2)cc1` gave 14-3-3g Raf -4.
O=C1CN2C(=Nc3ccc(Br)cc3C2c2ccccc2)CCN1 (stereo not given) was read as 14-3-3g Raf 0.
Screening CC(C)NC(=O)Cn1c(SCC(=O)N2c3ccccc3CC2C)nc2ccccc21 (stereo not given) returned 14-3-3g Raf -11.
